Screens deposited in PubChem by several laboratories.
Dynein transport = dynein cargo transport inhibition; 3617.4 mouse cells, GR-EGFP nuclear translocation imaging; test concentration mostly 20 µM; stimulated with dexamethasone, 1 µM; active compounds read low; AID 1381; z-score, hits read low; 0.47% of 220,000 active;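 active = plate z-score of nuclear minus cytoplasmic receptor signal below a set negative limit, without overly bright fluorescence or cell loss, cut at about -3.5 in these data, passing the limit was not always enough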;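 note: z-score of nuclear minus cytoplasmic ring GR-EGFP intensity difference per well; some compounds called inactive have numbers as strong as hits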
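Buffer or medium: tet-free, stripped-serum medium; Also added: dexamethasone, 1.0 µM final; Technique: high-content fluorescence imaging after fixation; Times: 48 h induction, 1 h compound, 30 min dex at 37 °C; Read-out: per-cell GR-EGFP intensity, nucleus versus surrounding cytoplasmic ring, well-averaged.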
bCat nuc transl = modulators of beta-catenin nuclear translocation; 0.3% of 190,000 active; HeLa beta-catenin nuclear translocation, immunofluorescence imaging; nuclear translocation activity, % at 5 µM;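 active = nuclear translocation activity above 50% at 5 µM, with a well cell count of 50 or more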;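 note: per-cell ratio of nuclear to cytoplasmic median beta-catenin stain intensity; plate controls were DMSO negative control for no effect and GSK-3 inhibitor IX positive control for full effect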
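Test system: human HeLa cells, endogenous beta-catenin. Times: 24 h compound exposure, 37°C. Measured by: beta-catenin immunofluorescence imaging with DAPI.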
MT stabilize HCS = stabilizes microtubules in HeLa cells; HeLa tubulin immunostaining HCS, 24 h; share of cells brighter than vehicle mean+2SD; % tubulin-high responders, % at 10 µM; 0.83% of 200,000 active; AID 2205;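 active = plate Z-score above 3 for both tubulin-high and condensed-nucleus cell shares, with cell loss under 80%, at 10 µM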;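 note: anti alpha tubulin signal scored within the nucleus-defined area of each cell; some results filed as inactive read as strong as hits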
XIAP antagonists = small molecules displacing peptide from XIAP – biochemical, IAP family, fluorescence polarization (AID 1018); XIAP BIR domain, fluorescence polarization peptide displacement; higher % means a stronger effect; one-dose displacement, % at 20 µM; IC50 in µM for titrated hits; 0.007% of 200,000 active; in the data active = displacement above about 50%; note: a part of the inactive calls stands beside numbers as strong as those of hits
Autophagy HCS = autophagy modulation, high-content screen | MEF GFP-LC3 puncta imaging; test concentration mostly 10 µM | AID 463193 | 0.98% of 190,000 active | calls only at 10 µM (by protocol);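 active = percentage of spot-positive cells more than 3 SD above its plate mean, without a fluorescence outlier flag or 80% toxicity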;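 note: spot-positive cell cutoff set from DMSO-treated cells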
ER stress rescue = protection against thapsigargin-triggered cell killing – 384-well, CSM14.1, ATP luminescence, primary screen (AID 1222). CSM14.1 thapsigargin-induced death rescue, ATP luminescence; higher % means a stronger effect. cellular ATP content (survival), % at 20 µM, or EC50 in µM where a hit was titrated. 190,000 tested, under 10 active;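 active = EC50 below 50 µM in the dose-response confirmation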;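 note: death triggered by thapsigargin at about 15 µM added after 2 h compound pretreatment; cell ATP read after overnight thapsigargin exposure of roughly 18 to 22 hours; normalized against plate controls of thapsigargin alone and 5% DMSO vehicle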
WT yeast gro inh = growth inhibition of WT yeast, mitochondrial fusion screen. mitochondrial fusion phenotypic screen, WT strain. inhibition, % at 10 µM. 2.1% of 190,000 active. AID 1362; in the data active = inhibition above about 58%; tested in S. cerevisiae
Insulin prom up = MIN6 insulin promoter up-regulation. MIN6 insulin promoter-GFP reporter, high-content imaging; active compounds read high. z-score at 5 µM. 0.3% of 190,000 active. AID 1625;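 active = z-score above 3 at 5 µM with at least 500 cells counted in the well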
Hep lipid drop = modulators of hepatic lipid droplet formation. AML12 mouse hepatocytes, oleate lipid droplets, BODIPY imaging. inhibition, % at 6.5 µM. 0.4% of 240,000 active;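 active = lipid droplet intensity inhibited by at least 50%, with more than 500 cells counted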
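Test system: AML12 hepatocytes (mouse); reagent: oleate loading, 100 µM; dosing: one dose, 6.5 µM compound; incubation: overnight exposure; signal: fluorescence imaging, 20x objective, two fields per well; read-out basis: % inhibition of corrected integrated BODIPY droplet signal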
WT yeast gro inh mutant strain = recorded beside WT yeast gro inh, whose call it bears; inhibition, %; mitochondrial fusion phenotypic screen, mutant strain inhibition
Dynein transport cytoplasmic EGFP = recorded beside Dynein transport, whose call it bears; z-score; measured here: cytoplasmic GR-EGFP intensity; active compounds read high
Dynein transport nuclear GR-EGFP = recorded beside Dynein transport, whose call it bears; z-score; measured here: nuclear GR-EGFP intensity;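 lower value marks the stronger effect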
Dynein transport cell count = further read-out of Dynein transport, marked with its call; z-score; measured here: cell count per field
Insulin prom up cell count = second read-out of Insulin prom up, no call of its own (marks repeat the call); cell count; measured here: cytotoxicity, nuclei count;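 total cells summed across four imaged fields per well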
Hep lipid drop cells 6.5 µM = second read-out of Hep lipid drop, no call of its own (marks repeat the call); cell count; measured here: cell count, cytotoxicity flag;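 cells counted across two imaged fields per well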
bCat nuc transl cell count 5 µM = second read-out of bCat nuc transl, no call of its own (marks repeat the call); cell count; measured here: cell count, cytotoxicity flag
MT stabilize HCS Hoechst-high % = second read-out of MT stabilize HCS, no call of its own (marks repeat the call); % Hoechst-high responders; measured here: nuclear condensation Hoechst responders;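 share of cells brighter than vehicle mean plus two SD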
MT stabilize HCS cytotoxicity % = recorded beside MT stabilize HCS, whose call it bears; toxicity, %; measured here: cytotoxicity by cell density;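 0% = mean cell density of plate MIN control wells and 100% = no cells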
Autophagy HCS cell loss 18 h = further read-out of Autophagy HCS, marked with its call; toxicity, %; measured here: cell loss, nuclei count;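 cell loss after 18 h compound exposure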
The depositor's hits bear a star; i = inactive; x = no result given.

SMILES | Dynein transport | Dynein transport cytoplasmic EGFP | Dynein transport nuclear GR-EGFP | Dynein transport cell count | bCat nuc transl | bCat nuc transl cell count 5 µM | MT stabilize HCS | MT stabilize HCS Hoechst-high % | MT stabilize HCS cytotoxicity % | XIAP antagonists | Autophagy HCS | Autophagy HCS cell loss 18 h | ER stress rescue | WT yeast gro inh | WT yeast gro inh mutant strain | Insulin prom up | Insulin prom up cell count | Hep lipid drop | Hep lipid drop cells 6.5 µM
N=C1c2ccccc2CN1NC(=O)c1cccc(S(=O)(=O)N2CCCC2)c1 | -0.63 | -0.18 | -0.49 | -0.17 | 1.3 | 1087 | 2.9 | 2.7 | 4.3 | -1.1% | i | 5 | 0.6% | 4 | 1 | 0.27 | 1474 | -4 | 540
O=C1CC(C(=O)N2CCOCC2)C2(CCCC2)O1 (stereo not drawn) | -0.027 | -0.23 | 0.27 | 0.63 | 0.4 | 1045 | 2.2 | 2.0 | 7.1 | -3.0% | i | -8 | -2.4% | -20 | -14 | -0.7 | 1172 | 9 | 647
CCc1ccc(NC(=O)Nc2cccs2)cc1 | 2.5 | -0.067 | 1.2 | -1.6 | -4.0 | 992 | 5.5 | 2.4 | 8.3 | -3.2% | i | 4 | -4.5% | -42 | -18 | -2.7 | 580 | x | x
O=C(NC(=S)Nc1ccc2c(c1)C(=O)c1ccccc1C2=O)c1ccc(F)cc1 | -0.27 | -0.11 | -0.42 | 0.76 | -1.4 | 903 | 3.5 | 3.7 | 1.2 | -9.9% | i | 2 | -0.8% | 14 | 0 | 0.07 | 1222 | -18 | 713
O=C(O)c1ccccc1N=Cc1c(O)n(-c2nccs2)c(=O)c2ccccc12 | 0.32 | -0.29 | -0.26 | 0.12 | 0.4 | 1286 | x | x | x | x | x | x | x | x | x | -0.68 | 1373 | 14 | 730
CSc1ccc(S(=O)(=O)NCc2ccccc2)cc1 | -0.19 | -0.17 | -0.079 | 0.19 | -1.8 | 1136 | 2.6 | 2.9 | 6.1 | -4.9% | i | -3 | 3.7% | 13 | 23 | 0.4 | 963 | 4 | 814
Cc1ccc(NCC(O)C(O)C(O)CO)c(N=Nc2ccccc2)c1C (stereo not drawn) | 0.41 | -0.17 | 0.9 | -0.71 | 0.7 | 1346 | x | x | x | x | x | x | x | x | x | -0.58 | 944 | -6 | 685
S=c1[nH]nc(CCc2nc3ccccc3[nH]2)n1-c1ccccc1 | 0.023 | -0.3 | 0.32 | -0.095 | 0.2 | 1574 | x | x | x | 1.1% | i | -21 | -0.2% | -14 | -7 | x | x | -5 | 557
OCCN1CCOCCOCCN(CCO)CCN(CCO)CC1 | 0.69 | -0.23 | -0.61 | -0.073 | 0.8 | 1352 | 2.6 | 2.0 | 5.3 | -6.1% | i | -7 | -1.6% | 10 | -24 | 1.1 | 1308 | x | x
O=C(CSc1nc2ccccc2[nH]1)Nc1c(F)c(F)c(F)c(F)c1F | -0.46 | -0.35 | -0.33 | 0.56 | -1.2 | 1107 | 5.2 | 2.0 | 7.0 | -21% | i | 25 | -1.9% | -9 | -9 | 1.9 | 1050 | 8 | 781
CCCS(=O)(=O)N1CCN(Cc2ccccc2[N+](=O)[O-])CC1 | -0.67 | -0.23 | -0.29 | -0.45 | -1.4 | 1502 | 5.8 | 0.8 | 7.9 | -4.3% | i | -2 | -0.3% | 12 | -1 | -3.1 | 1575 | 1 | 700
O=C(N/N=C/c1ccccc1OC(=O)c1ccc2c(c1)OCO2)c1ccccc1 | -0.66 | -0.22 | -0.36 | 0.24 | -4.6 | 557 | 3.7 | 3.6 | 12 | -3.5% | i | -5 | -6.6% | 45 | -1 | 0 | 1327 | 2 | 659
CC(c1ccccc1)n1cc(C(=O)NCCN2CCOCC2)nn1 (stereo not drawn) | 1 | -0.27 | 0.65 | 0.058 | 4.0 | 468 | 2.7 | 1.1 | 2.3 | -5.6% | i | 7 | -1.2% | -2 | -2 | x | x | 0 | 743
CC1(C)Cc2c(c(N3CCOCC3)nc3sc4c(=O)[nH]cnc4c23)CS1 | -0.92 | -0.15 | -1 | 0.55 | -3.2 | 859 | 5.5 | 3.2 | 5.9 | -3.7% | i | 6 | 0.3% | -2 | 0 | -0.72 | 1614 | x | x
Cc1ccccc1NC(=S)N1CCN(C(=O)c2ccco2)CC1 | 0.032 | -0.082 | 0.24 | 0.1 | -2.2 | 971 | 3.7 | 2.0 | 0.1 | -2.2% | i | -23 | 0.6% | -8 | -8 | -1.2 | 1603 | -1 | 637
COC(=O)C1=C(Nc2ccc(C)cc2)C=C(C)C(C(=O)OC)C1c1cccc(OC)c1 (stereo not drawn) | -0.94 | -0.22 | -0.52 | -0.34 | 57* | 89* | 18 | 3.9 | 58 | -5.6% | i | 24 | -3.4% | 41 | 7 | x | x | -53 | 684
O=C(Nc1cccc2ncccc12)c1cccc(F)c1 | -0.54 | -0.17 | -0.41 | 0.23 | -2.1 | 1358 | 1.5 | 1.5 | 8.4 | -5.2% | i | -2 | -0.7% | 37 | 29 | 0.16 | 1580 | x | x
Cc1ccc(-c2ccc(=O)n(CC(=O)NCCN3CCCCC3C)n2)cc1 (stereo not drawn) | -0.52 | -0.17 | -0.21 | 0.49 | -0.1 | 1361 | 1.9 | 2.0 | 7.5 | -4.6% | i | -1 | -0.8% | -9 | -4 | -0.69 | 1686 | x | x
CSc1ccccc1NC(=S)N/N=C/c1cccn1Cc1ccc(F)cc1 | -0.48 | -0.33 | -0.51 | 1.2 | -0.1 | 1094 | 5.7 | 1.3 | 4.9 | -2.4% | i | 4 | -1.0% | 65* | 44* | -1.1 | 1025 | -1 | 661
O=C(CNC(=S)NC(=O)c1ccccc1Br)c1ccccc1 | -0.11 | -0.28 | -0.1 | 0.44 | 0.8 | 1100 | 2.2 | 1.7 | 2.7 | -6.9% | i | 22 | -1.9% | -1 | -1 | x | x | 25 | 698

The last 4 records of the section before lead into the next.
SMILES | Dynein transport | Dynein transport cytoplasmic EGFP | Dynein transport nuclear GR-EGFP | Dynein transport cell count | bCat nuc transl | bCat nuc transl cell count 5 µM | MT stabilize HCS | MT stabilize HCS Hoechst-high % | MT stabilize HCS cytotoxicity % | XIAP antagonists | Autophagy HCS | Autophagy HCS cell loss 18 h | ER stress rescue | WT yeast gro inh | WT yeast gro inh mutant strain | Insulin prom up | Insulin prom up cell count | Hep lipid drop | Hep lipid drop cells 6.5 µM
O=C(Nc1cccc2ncccc12)c1cccc(F)c1 | -0.54 | -0.17 | -0.41 | 0.23 | -2.1 | 1358 | 1.5 | 1.5 | 8.4 | -5.2% | i | -2 | -0.7% | 37 | 29 | 0.16 | 1580 | x | x
Cc1ccc(-c2ccc(=O)n(CC(=O)NCCN3CCCCC3C)n2)cc1 (stereo not drawn) | -0.52 | -0.17 | -0.21 | 0.49 | -0.1 | 1361 | 1.9 | 2.0 | 7.5 | -4.6% | i | -1 | -0.8% | -9 | -4 | -0.69 | 1686 | x | x
CSc1ccccc1NC(=S)N/N=C/c1cccn1Cc1ccc(F)cc1 | -0.48 | -0.33 | -0.51 | 1.2 | -0.1 | 1094 | 5.7 | 1.3 | 4.9 | -2.4% | i | 4 | -1.0% | 65* | 44* | -1.1 | 1025 | -1 | 661
O=C(CNC(=S)NC(=O)c1ccccc1Br)c1ccccc1 | -0.11 | -0.28 | -0.1 | 0.44 | 0.8 | 1100 | 2.2 | 1.7 | 2.7 | -6.9% | i | 22 | -1.9% | -1 | -1 | x | x | 25 | 698
CCOC(=O)N1CCN(CCC(=O)Nc2ccc(OC)cc2OC)CC1 | 0.38 | -0.25 | 0.3 | 0.55 | -1.2 | 1157 | 2.6 | 1.6 | 6.1 | 0.9% | i | -6 | -1.5% | -11 | 10 | x | x | 8 | 806
c1coc(-c2nc3nc4ccccc4n3nc2-c2ccco2)c1 | -1.3 | -0.17 | -0.69 | 1.3 | -3.9 | 1290 | 1.7 | 0.8 | 7.3 | -3.0% | i | -2 | 0.7% | 37 | 45 | -0.8 | 1347 | 1 | 735
CC1CC(C)CN(c2ccc(C(=O)NCc3ccc4c(c3)OCO4)cc2[N+](=O)[O-])C1 (stereo not drawn) | -0.25 | -0.32 | -0.36 | 0.3 | 2.1 | 643 | 3.8 | 2.2 | 13 | 0.9% | i | 2 | 0.9% | 29 | 3 | -0.06 | 1309 | 24 | 636
COc1ccc(N2C(=O)C3C4C=CC(c5ccccc5)(C3C2=O)C2C(=O)N(c3ccc(OC)cc3)C(=O)C42)cc1 (stereo not drawn) | -1.1 | -0.22 | -0.55 | 0.89 | -0.6 | 1543 | 1.6 | 1.6 | 9.0 | -3.9% | i | 8 | 1.8% | 0 | -1 | -0.72 | 1356 | -8 | 727
CCC(C)Nc1nc(CN2CCOCC2)nc2sc3c(c12)CCC3 (stereo not drawn) | 0.13 | -0.19 | 0.12 | 0.44 | -4.5 | 1260 | 1.8 | 1.9 | 9.8 | 0.1% | i | 1 | -3.9% | 10 | 25 | -0.28 | 858 | 9 | 768
CCOc1ccc(-c2nnc(N(CC)C(=O)C3CCC3)s2)cc1 | 0.71 | -0.14 | 0.52 | -0.86 | x | x | 1.7 | 2.7 | 22 | -3.9% | i | 1 | x | 11 | 8 | -0.7 | 1179 | -3 | 719
CC(C)CC(=O)NC(=S)Nc1ccccc1N1CCCC1 | -0.35 | -0.29 | -0.58 | 1.2 | -0.5 | 1380 | x | x | x | x | x | x | x | x | x | 0.14 | 1072 | -12 | 640
O=[N+]([O-])c1cc(C(F)(F)F)ccc1NCCOc1ccccc1 | -0.1 | -0.25 | -0.38 | 0.59 | 2.7 | 795 | 3.7 | 3.2 | 6.0 | 5.3% | i | 1 | -2.7% | -2 | -30 | -0.41 | 1441 | 2 | 709
